Screening data deposited in PubChem by National Center for Advancing Translational Sciences (NCATS).
B2AR arrestin – beta2AR (human) beta-arrestin recruitment activity | P07550 | Potency, µM (series often up to 46.1 µM), inactives show at the top dose activation, usual class: activators | beta-arrestin recruitment to beta2AR, cell-based reporter | hit rate 0.02% among 330,000;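 note: potency is the fitted concentration of half-maximal effect; 0% = DMSO controls and full agonism = EC100 isoproterenol or metaproterenol; nearly all actives have a fitted effect of over 65% in size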
BRCA1 expr act – activators of BRCA1 expression; Potency, µM (titrated, usually from 46.1 µM), without a hit: at the top dose activation, actives largely listed as activators; AID 624202; hit rate 1.1% among 380,000; MCF7-BRCA1-FFLuc reporter, luminescence, 48 h; response scale: scaled: vehicle 0%, 10 µM genistein 100%; note: potency is the fitted concentration of half-maximal effect; nearly all actives have a fitted effect of over 80% in size; some results filed as inactive show a strong effect at the top dose
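Activators of BRCA1 expression were detected as increased firefly luciferase luminescence in engineered MCF7 cells after 48 h compound incubation. Signals were scaled to genistein 10 microM as full activation.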
p53 reactivator – restores transcriptional activity of mutant p53; H1299 p53-A138V BP100-luciferase reporter, luminescence, 24 h; Potency, µM (highest dose often 92.2 µM), inactives show at the top dose activity change, positive = activation, usual class: activators; hit rate 0.063% among 320,000; AID 504706; note: potency is the fitted concentration of half-maximal effect; % of control where 0% means no effect; nearly all actives have a fitted effect of over 45% in size
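H1299 (p53-null), stable ts p53-A138V + BP100-Luc; 1000 cells/well, Opti-MEM/10% FBS; cpd 4 pt, 1:5; 24 h, 37 deg C, 5% CO2; detection reagent 10 min RT; luminescence.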
TRPV1 ag – activates the human vanilloid receptor TRPV1 | Q8NER1 | TRPV1-expressing cells, Fluo-8 calcium influx, agonist mode | activation, % at 8.33 µM | hit rate 0.19% among 320,000; in the data active = activation above about 80%; inconclusive = between about 30% and that limit; note: 0% is about no effect
Target sequence (Q8NER1 whole entry, looked up): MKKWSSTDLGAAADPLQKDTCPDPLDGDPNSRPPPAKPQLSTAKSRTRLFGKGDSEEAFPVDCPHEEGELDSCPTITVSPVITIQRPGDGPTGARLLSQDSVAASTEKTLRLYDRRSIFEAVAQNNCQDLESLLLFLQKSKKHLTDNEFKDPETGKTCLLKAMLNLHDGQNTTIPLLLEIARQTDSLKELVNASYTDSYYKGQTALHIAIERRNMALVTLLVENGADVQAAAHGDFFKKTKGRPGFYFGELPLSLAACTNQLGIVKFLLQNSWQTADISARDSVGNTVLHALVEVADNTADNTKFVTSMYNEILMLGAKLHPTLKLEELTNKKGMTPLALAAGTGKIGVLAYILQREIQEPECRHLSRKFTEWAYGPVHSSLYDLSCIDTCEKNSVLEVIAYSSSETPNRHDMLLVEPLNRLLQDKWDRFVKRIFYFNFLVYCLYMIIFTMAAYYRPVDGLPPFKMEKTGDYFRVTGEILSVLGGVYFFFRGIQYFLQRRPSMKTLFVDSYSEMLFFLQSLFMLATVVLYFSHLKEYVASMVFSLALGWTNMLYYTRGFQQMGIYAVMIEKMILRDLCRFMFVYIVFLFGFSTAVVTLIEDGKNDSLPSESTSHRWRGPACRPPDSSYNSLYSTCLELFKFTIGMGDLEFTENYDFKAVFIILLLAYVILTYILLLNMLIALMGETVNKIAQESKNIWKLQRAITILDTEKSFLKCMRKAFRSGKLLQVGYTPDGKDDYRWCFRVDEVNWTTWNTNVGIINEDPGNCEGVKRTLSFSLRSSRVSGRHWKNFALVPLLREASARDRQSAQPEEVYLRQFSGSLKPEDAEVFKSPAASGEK
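Cells expressing TRPV1 were dye-loaded with Fluo-8 and read kinetically: 10 s baseline, 3 min after compound (agonist portion), then 2 min after EC20 capsaicin (allosteric enhancer portion). Calcium-bound dye fluorescence at 480/520 nm.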
MLL CXXC-DNA inh – inhibitors of human MLL CXXC domain-DNA interaction | Q03164 | MLL-CXXC / FITC-HOXA9 DNA fluorescence polarization | Potency, µM (highest dose often 115 µM), for inactives: at the highest dose activity change, negative = inhibition, hits mostly inhibitors | hit rate 0.037% among 290,000 | AID 2662; active = well fitted inhibition curve with a large enough effect in the polarisation, with a control signal flat, not every such curve was filed as active; inconclusive = small, poorly fitted or top-dose-only effect, or effect the other way, or a change in a side signal; inactive = no such curve, though single readings can be large or run the other way; the % refers to the polarisation; note: potency is the fitted concentration of half-maximal effect
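Fluorescence polarization: 7 uM MLL-CXXC (stock) preincubated 5 min with compounds, then 50 nM fluorescein-HOX-A9 DNA (stock) added; 30 min ambient. Buffer 50 mM Tris-HCl pH 7.5, 50 mM NaCl, 1 mM DTT, 0.05% BSA.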
TCR act – T cell receptor activation. primary human leukocytes, anti-CD3, IL-2 HTRF, 48 h. Potency, µM (series often up to 9.22 µM), for inactives: top-dose activation of IL-2 secretion, hits mostly activators. 330,000 tested, under 10 active. AID 504894; note: % of control where 0% means no effect
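48 hr co-incubation of compounds, a-CD3 beads and primary human leukocytes; IL-2 quantified homogeneously by HTRF with anti-IL-2 K and d2 conjugates.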
AT treatment – potential ataxia-telangiectasia treatments restoring KAP-1 phosphorylation; […] A-T fibroblasts, KAP-1 phosphorylation AlphaLISA; neocarzinostatin DNA damage 30 min before lysis; Potency, µM (top dose mostly 57.5 µM), for inactives: at the top dose activation, usual class: activators; hit rate 0.19% among 320,000; note: potency is the fitted concentration of half-maximal effect; % of control where 0% means no effect; nearly all actives have a fitted effect of over 45% in size
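hTERT-immortalized A-T patient fibroblasts ([…]), 500 cells/well in OPTI-MEM, 1% FBS, got compounds for 60 min, then NCS for 30 min at 37C. Lysates were then assayed for phospho-KAP-1 by AlphaLISA (anti-pKAP1 donor, anti-KAP1 acceptor beads), 6 hr at 25C.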
TSG101-PTAP inh – blocks PTAP/TSG101 interaction to inhibit HIV-1 budding | Fluorescence polarization, FITC-PTAP peptide / Tsg101 binding | 340,000 tested, under 10 active | Q99816 | Potency, µM (series often up to 115 µM), for the others: top-dose activity change, negative = inhibition, most hits filed as inhibitors; active = well fitted inhibition curve with a large enough effect in the main read-out, with a control signal flat, not every such curve was filed as active; inconclusive = small, poorly fitted or top-dose-only effect, or effect the other way, or a change in a side signal; inactive = no such curve, though single readings can be large or run the other way; note: potency is the fitted concentration of half-maximal effect; % of control where 0% means no effect
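FP read-out: FITC-PTAP peptide, 50 nM final, binding Tsg101 binding domain, 10 uM final; 20 min, r.t.; 10 mM HEPES pH 7.5, 0.15 M NaCl, 0.01% Tween 20, 3 mM EDTA, 0.1 mM TCEP.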
a7 integrin act – activates integrin-mediated alleviation for muscular dystrophy | alpha7betagal myoblasts, beta-gal FDG fluorescence, 48 h | AID 624291 | hit rate 0.064% among 350,000 | Potency, µM (titrated, usually from 38.3 µM), inactives show at the top dose activation, hits mostly activators;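 note: potency is the fitted concentration of half-maximal effect; 100% = response of the positive control SU9516; nearly all actives have a fitted effect of over 60% in size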
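Alpha7betagal+/- myoblasts (passage 13) were plated 16-24 hr, then exposed to compounds (1:260 dilution of DMSO stock) for 48 hours at 37C. After MPER lysis, β-galactosidase reporter activity was read as FDG fluorescence (ex 480/em 540) after 30 minutes.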
ELG1 DNA repair – blocks ELG1-dependent DNA repair in HEK293T cells; HEK293T ELG1-luciferase reporter, luminescence, 16 h; DNA damage induced by 5-fluorouridine; Potency, µM (titrated, usually from 46.1 µM), without a hit: top-dose activity change, negative = inhibition, hits mostly inhibitors; hit rate 2.3% among 330,000; note: potency is the fitted concentration of half-maximal effect; % is set by controls: 0 for no effect and ±100 for the full control effect; nearly all actives have a fitted effect of over 55% in size
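5-Fluorouridine DNA damage + compound/DMSO, 2,000 cells/well, 16 h, 37 °C/5% CO2. ONE-Glo, 30 min RT, luminescence. Readout = decrease in reporter signal.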
The depositor's hits bear a star; ? = inconclusive; nt = no result given; [ ] = dose if it differs, or a comment. Unless noted, calls come from the whole dose curve; as a rule, active = well fitted curve in the direction sought with a large enough effect; inconclusive = small, poorly fitted or top-dose-only effect, or another doubt; inactive = no such curve, though single readings can be large; an effect the other way counts as inactive or inconclusive.

SMILES	B2AR arrestin	BRCA1 expr act	p53 reactivator	TRPV1 ag	MLL CXXC-DNA inh	TCR act	AT treatment	TSG101-PTAP inh	a7 integrin act	ELG1 DNA repair
COc1ccc(N2CSC3=C(C#N)C(c4ccc(OC)c(OC)c4)CC(=O)N3C2)c(OC)c1 (stereo not given)	0.4%	-21%	0%	1	32%[activator]	0%	0%	-3%	-12%	-5%
O=C(CCc1ccccc1)NCC(=O)N/N=C/c1ccc2c(c1)OCO2	-0.4%	0%	15%	2	5%	-1%[46.1 µM]	11%	0%	5%	16%
Cn1c(CCN2CCN(c3ccccn3)CC2)nc2cc(NC(=O)COc3ccc(Cl)cc3)ccc21	-1.1%	-40%	-12%	0	-6%	-4%	-4%	-3%	-51%[inhibitor]	9.2µM*
CC(C)Cc1nnc(NC(=O)C2CSC3(C)CCC(=O)N23)s1 (stereo not given)	-0.1%	7%	-2%	-1	nt	-3%	-1%	-4%	-5%	0%
CCOC(=O)c1ccc(S(=O)(=O)N2CCN(C)CC2)cc1	0.3%	24%	15%	4	-21%	3%	13%	-2%	17%	9%
O=C(c1cc(-c2ccccc2)nc2ccccc12)N1CCc2ccccc2C1	0.4%	-38%	11%	?	17%	2%	nt	-1%	-4%	?
CCOC(=O)CN(C(=O)CNC(=O)c1cccs1)C(C(=O)NC1CCCC1)c1ccncc1 (stereo not given)	-0.3%	-3%	0%	-1	-18%	-2%	-1%	-2%	0%	-2%
Cc1cc(C(=O)Cn2cncn2)c(C)n1CCc1ccc(F)cc1	0.0%	-31%	-19%	1	6%	-1%	3%	-4%	-1%	-8%
O=c1c(C=NCc2cccnc2)c(C(F)(F)F)[nH]n1-c1nc2ccccc2s1	0.0%	-1%	2%	14	-1%	2%	2%	-1%	-37%	13%
Cc1ccc(C)c(C(=O)N2CCC(n3nccc3NC(=O)C3CC3)CC2)c1	-0.1%	-2%	5%	1	7%	-2%	-2%	-5%	-1%	10%

Going on with the list:
SMILES	B2AR arrestin	BRCA1 expr act	p53 reactivator	TRPV1 ag	MLL CXXC-DNA inh	TCR act	AT treatment	TSG101-PTAP inh	a7 integrin act	ELG1 DNA repair
CC1=CCC2C(=O)N(c3ccc4ccccc4n3)C(=O)C2C1 (stereo not given)	0.0%	0%	4%	-3	0%	8%	-2%	-3%	11%	20%
CCOc1ccccc1N1CCN(CC(=O)Nc2nnc(CC)s2)CC1	-0.7%	-32%	5%	1	4%	-5%[46.1 µM]	0%	-9%	-3%	13%
COCCCNC(=O)c1ccccc1Oc1ccccc1	-1.5%	-14%	2%	-1	2%	-8%	2%	-1%	-17%	0%
COCC(=O)NCCc1nc2ccccc2[nH]1	0.0%	14%	-2%	-1	7%	1%	4%	-1%	3%	1%
Cc1ccc(NC(=O)NCCCc2ccccc2)cc1	6.8%	?	27%	?	7%	6%	-7%	-5%	9%	?
CCOc1ccccc1C(=O)NC1CC2CCCC(C1)N2Cc1nnnn1Cc1ccco1 (stereo not given)	-0.3%	-30%	-6%	2	4%	-2%	1%	-10%	-4%	?
COc1cccc(CNC(=O)Cn2cccc2)c1	0.1%	-4%	5%	nt	17%	-1%	2%	-2%	4%	21%
COC(=O)c1cc(NC(=O)Cc2ccccc2[N+](=O)[O-])cc(C(=O)OC)c1	-0.1%	-26%	-6%	83*	-3%	nt	0%	-6%	0%	-23%
Cc1cc(OCC(=O)NC(Cc2ccc(Cl)cc2)C(=O)O)c2c(C)cc(=O)oc2c1 (stereo not given)	0.1%	-4%	9%	-1	-8%	7%	2%	-2%	-12%	-8%
CCCCN1CCc2c([nH]c3ccc(C)cc23)C1=O	-0.9%	?	24%	-4	2%	5%	-2%	-8%	26%	?

(list continues)
SMILES	B2AR arrestin	BRCA1 expr act	p53 reactivator	TRPV1 ag	MLL CXXC-DNA inh	TCR act	AT treatment	TSG101-PTAP inh	a7 integrin act	ELG1 DNA repair
COC(=O)/C=C1\N/C(=N\c2nc(C)cc(C)n2)N(c2ccc(Cl)cc2)C1=O	-0.4%	-5%	-5%	2	-4%	4%	-5%	0%	-13%	-1%
Cc1ccc(-c2ccc(SCC(=O)N3CCc4ccccc43)nn2)cc1	?	nt	0%	3	6%	-1%[46.1 µM]	3%	nt	nt	?
COC(=O)C1CSc2[nH]c(=O)sc2C1c1ccc(OC)c(OC)c1 (stereo not given)	0.0%	3%	-6%	1	5%	-5%	-1%	0%	11%	-10%
COc1cccc(NC(=O)CN(C)C(=O)/C=C/c2cn(-c3ccccc3)nc2-c2ccc(C)cc2)c1	-0.1%	-64%	8%	?	nt	-2%	-6%	1%	-23%	?
NC(=S)N/N=C/c1ccc2c(c1)OCCO2	0.0%	?	10%	6	-4%	2%	-1%	0%	?	?
CN(C(=O)c1cccc(NC(=O)Cc2ccc(NC(=O)C3CCCN(C(=O)C4CCC4)C3)cc2)c1)C1CCC1 (stereo not given)	nt	13%	nt	nt	nt	-8%	nt	2%	7%	nt
CCc1cccc(NC(=O)COC(=O)/C=C/c2cccs2)c1	-0.3%	-38%	5%	7	nt	0%	-2%	0%	15%	9%
Cn1c(=O)c(=O)n(C)c2cc(S(=O)(=O)NCc3ccc(Cl)cc3)ccc21	-0.2%	1%	-2%	-1	10%	-4%	10%	-1%	3%	4%
Cn1ncc(Cl)c(Oc2ccccc2)c1=O	0.1%	-9%	0%	0	-7%	-13%	0%	-5%	6%[7.66 µM]	29%
O=c1cc(Cl)[nH]c(=O)n1Cc1ccccc1	-0.1%	4%	-2%	-2	3%	-1%	-7%	-1%	11%	-14%

Carrying on:
SMILES	B2AR arrestin	BRCA1 expr act	p53 reactivator	TRPV1 ag	MLL CXXC-DNA inh	TCR act	AT treatment	TSG101-PTAP inh	a7 integrin act	ELG1 DNA repair
Cc1cc(=O)n(C)c(=O)n1CCCCCCN1CCCC1	-0.7%	-2%	1%	-1	-10%	0%[46.1 µM]	-3%	-1%	5%	?
CCc1cc(C(=O)N2CCN(c3ccccc3OC)CC2)sc1C	0.3%	-25%	-2%	30	5%	0%	1%	-1%	6%	?
O=C(NCC(c1ccco1)N1CCOCC1)c1ccc(F)cc1 (stereo not given)	0.1%	-12%	2%	2	nt	7%	1%	-1%	-18%	27%
CCOC(=O)Cc1c(C)c2c(C)[nH]nc2oc1=O	-0.7%	34%	7%	-2	2%	1%	-5%	-7%	2%	6%
COC(=O)c1cc(OC)c(OC)cc1-n1cnc2cc(OC)c(OC)cc2c1=O	-0.4%	-2%	-6%	1	-11%	0%	-3%	-5%	-13%	1%
O=C(C1CCC1)N1CCc2cc(S(=O)(=O)N3CCN(c4ccccn4)CC3)ccc21	-0.9%	-34%	-10%	9	3%	-2%	-2%	-3%	-25%	18µM*
Cc1nn(C)c(C)c1NC(=O)COc1ccc(Cl)cc1	-1.2%	-7%	1%	-7	nt	3%	1%	1%	?	18%
COc1ccc(OC)c(C2Nc3nc4ccccc4n3C(C)=C2C(=O)Nc2ccc(C)cc2C)c1 (stereo not given)	-1.0%	-30%	0%	-4	6%	0%	1%	-4%	-20%	0%
CCc1cc2c(=O)c(-c3nc4ccccc4n3C)c(C)oc2c(CN2CCCCC2)c1O	-1.0%	17%	2%	-2	-5%	-8%	5%	-3%	-6%	?
C[C@H](NC(=O)[C@@H]1Cc2ccccc2CN1C(=O)OC(C)(C)C)C(=O)NC1CCCC1	-0.1%	-20%	-3%	5	2%	5%	0%	2%	2%	14%

Next records.
SMILES	B2AR arrestin	BRCA1 expr act	p53 reactivator	TRPV1 ag	MLL CXXC-DNA inh	TCR act	AT treatment	TSG101-PTAP inh	a7 integrin act	ELG1 DNA repair
O=C(NCc1ccc2c(c1)OCO2)C1CC(c2ccc(Cl)c(Cl)c2)=NO1 (stereo not given)	-0.9%	0%	3%	0	26%	-3%	-5%	-3%	1%	nt
COc1ccccc1C(=O)NC(CCSC)C(=O)NNC(=O)c1ccc(F)cc1 (stereo not given)	0.5%	-23%	4%	-6	41%[activator]	-57%	-5%	-3%	12%	-1%
CCNC(=O)N1CCC(n2nccc2NC(=O)CCCc2ccccc2)CC1	-0.4%	-18%	5%	5	0%	1%	12%	nt	-8%	3%
C[C@H](CO)N1C[C@H](C)[C@@H](CN(C)S(C)(=O)=O)Oc2ccc(NS(=O)(=O)c3cn(C)cn3)cc2C1=O	0.2%	1%	-7%	nt	nt	4%	7%	-3%	0%	12%
Cc1nnsc1C(=O)N/N=C/c1c(F)cccc1Cl	-0.8%	-3%	-7%	2	-3%	0%	5%	-1%	-3%	-3%
